Source: PubChem BioAssay (several laboratories)
zfTRPN1 agonist – activates the zebrafish TRPN1 channel | HEK293 zebrafish TRPN1-YFP, Fluo-8 calcium fluorescence; 100% = response to 87 µM carbachol | activation, % at 3 µM | AID 1424 | 220,000 compounds, 0.18% hits;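 active = activation above its plate's cutoff, the mean activation of test wells on that plate plus 3 SD, cut at about 19% in these data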;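 also: 0% = DMSO alone and 100% = 87 µM carbachol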
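Material: zebrafish TRPN1-YFP in HEK293 cells; Doses: single test compound dose, 3 µM nominal, 0.3% DMSO; Timing: dye loading 1 h at 37 °C, then 30 min room temperature; Technique: intracellular calcium fluorescence with Fluo-8; Benchmarks: high carbachol 87 µM, low DMSO alone.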
BaF3 tox – reduces parental Ba/F3 cell viability, JAK2V617F counter-screen | CellTiter-Glo ATP luminescence | inhibition, % at 5.6 µM | 220,000 compounds, 1.1% hits | AID 1486;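 active = inhibition above a per-campaign cutoff, the mean inhibition of all tested compounds plus 3 SD, cut at about 27% in these data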;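 also: 0% = DMSO wells and 100% = JAK Inhibitor I control wells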
CHOP inhibitor – inhibitors of CHOP induction in ER stress response; CHO-K1 CHOP-promoter luciferase, tunicamycin-induced, 15-18 h; inhibition, % at 10 µM; 220,000 compounds, 3.8% hits; AID 2732;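 active = compounds that reduced the stress-induced luciferase reporter signal by more than about 70% of percent inhibition, limit read from the data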;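 also: 0% = tunicamycin plus vehicle and 100% = wells without tunicamycin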
TRPML3 agonist – activates the human TRPML3 channel; Q8TDD5; HEK293 TRPML3-YFP, Fluo-8 calcium fluorescence; 100% = the carbachol control signal; activation, % at 3 µM; 220,000 compounds, 0.29% hits;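 active = activation above its plate's cutoff, the mean activation of the plate's test wells plus 3 SD, cut at about 12% in these data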;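 also: 0% = DMSO only wells and 100% = carbachol wells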
Target sequence (Q8TDD5 whole entry, looked up): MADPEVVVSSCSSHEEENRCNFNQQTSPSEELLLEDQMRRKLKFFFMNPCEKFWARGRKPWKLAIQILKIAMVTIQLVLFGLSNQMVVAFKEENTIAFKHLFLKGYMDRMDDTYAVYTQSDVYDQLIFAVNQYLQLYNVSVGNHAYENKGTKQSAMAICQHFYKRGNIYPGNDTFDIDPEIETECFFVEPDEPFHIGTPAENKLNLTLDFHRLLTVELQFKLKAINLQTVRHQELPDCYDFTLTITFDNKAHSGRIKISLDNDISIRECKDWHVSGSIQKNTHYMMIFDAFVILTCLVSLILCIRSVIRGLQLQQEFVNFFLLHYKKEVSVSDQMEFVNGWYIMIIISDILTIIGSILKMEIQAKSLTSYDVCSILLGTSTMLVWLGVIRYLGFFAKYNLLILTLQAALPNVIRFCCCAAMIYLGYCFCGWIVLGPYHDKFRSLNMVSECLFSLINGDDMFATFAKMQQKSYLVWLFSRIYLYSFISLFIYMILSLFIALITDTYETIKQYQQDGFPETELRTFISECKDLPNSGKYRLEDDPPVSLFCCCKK
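system = HEK293 cells stably carrying human TRPML3-YFP | doses = one concentration, 3 µM nominal, 0.3% DMSO | timing = dye loading 1 h 37 °C then 30 min ambient, 125 s read | detection = Fluo-8 calcium dye fluorescence, ex 470-495, em 515-575 nm | benchmarks = high control carbachol 87 µM, low control DMSO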
PPC-1+TRAIL kill – compounds killing PPC-1 cancer cells with TRAIL present (potentiator screen, no TRAIL-free arm); PPC-1 cells + TRAIL, ATPLite viability luminescence; cell killing (% activity), % at 4 µM; 220,000 compounds, 0.41% hits; AID 1443;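 active = cell killing above 50% in the first pass at 4 µM, then a duplicate retest at 5 µM averaging 50% or more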;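 also: plate controls were cells with TRAIL plus DMSO for no effect and medium-only wells lacking cells for full effect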
RBBP9 inh – blocks human serine hydrolase RBBP9. O75884. recombinant RBBP9, FP-Rh probe fluorescence polarization. inhibition, % at 7.94 µM. 220,000 compounds, 0.2% hits. AID 1515;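 active = inhibition above the campaign mean of all tested compounds plus 3 SD, cut at about 14% in these data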;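 also: plate controls were DMSO wells with RBBP9 for no effect and wells lacking RBBP9 protein for full effect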
Target sequence (O75884 whole entry, looked up): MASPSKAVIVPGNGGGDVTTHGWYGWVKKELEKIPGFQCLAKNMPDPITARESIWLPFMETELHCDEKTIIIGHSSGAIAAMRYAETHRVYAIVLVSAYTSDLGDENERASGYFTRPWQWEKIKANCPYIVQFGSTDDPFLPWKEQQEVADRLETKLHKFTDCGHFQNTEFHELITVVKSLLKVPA
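system = RBBP9 protein | input = RBBP9 at 2.5 µM in dispensed solution, before mixing | measured by = fluorescence polarization (mP), excitation 525 nm, emission 598 nm | incubation = enzyme-compound preincubation 30 min, then probe labeling 45 min, 25 °C | buffer or medium = Tris-NaCl-Pluronic buffer, pH 8.0 | compound = single dose 7.94 µM | also added = FP-Rh probe, 375 nM dispensing solution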
TNF death inh – TNF-alpha cell death inhibition in Jurkat FADD-/- cells; AID 463075; Jurkat FADD-/- TNF necroptosis rescue, ATP luminescence, 24 h; 0 = TNF only, 100 = no-TNF cells; 220,000 compounds, 0.068% hits; activation (protection from cell death), % at 10 µM;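 active = activation, meaning protection from cell death, of at least 50% relative to plate controls; inactive = activation below 50%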;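 also: necroptosis triggered by 40 ng/mL TNF-alpha added together with compound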
Wee1 degr inh – blocks degradation of human Wee1 kinase; 220,000 compounds, 1.2% hits; reporter increase, % at 5 µM; HeLa Luc-Wee1K328M stability, luciferase luminescence; 100% = proteasome inhibitor MG132 effect; AID 1321;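 active = activation above the mean of all tested compounds plus 3 SD, set per screening run, cut at about 8.8% in these data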;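 also: cells exposed to compound for 20 h before luminescence read; 0% = DMSO alone and 100% = MG132 at 30 µM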
Ba/F3 V617F tox – reduce viability of Ba/F3 cells dependent on JAK2V617F | Ba/F3 EpoR-JAK2V617F viability, ATP luminescence | inhibition, % at 5.6 µM | 220,000 compounds, 1.1% hits | AID 1446;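 active = inhibition above the campaign mean plus 3 SD over all tested compounds, cut at about 24% in these data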;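 also: cytokine-independent growth of Ba/F3 cells driven by EpoR plus mutant JAK2; 0% = DMSO-treated cells and 100% = JAK inhibitor I control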
* marks the source's active call; other numbers are inactive results; . = not tested or not shown.

SMILES | zfTRPN1 agonist | BaF3 tox | CHOP inhibitor | TRPML3 agonist | PPC-1+TRAIL kill | RBBP9 inh | TNF death inh | Wee1 degr inh | Ba/F3 V617F tox
COc1ccc(/C=N/NC(=O)c2cccnc2)cc1CN1CCN(c2ccc(F)cc2)CC1 | 0.8 | 3.1 | 19.6 | 0.2 | 1.6 | -1.4 | 1.4 | -0.3 | 3.7
CCOC(=O)C1C(=O)CC(C)(O)C(C(=O)OCC)C1c1cccs1 (centres undefined) | 0.2 | 5.4 | 6.4 | -0.2 | -0.5 | -1.7 | 1.7 | -0.5 | 1.3
Fc1ccccc1CN1CCCCCCC1 | 1.0 | 3.0 | 1.0 | 1.2 | 15.6 | -3.5 | 0.0 | 1.8 | -2.8
Cn1c(Cn2c(=O)sc3ccccc32)nnc1SCC(=O)NCc1ccc2c(c1)OCO2 | 1.8 | 0.4 | 1.1 | -0.5 | . | -2.6 | 1.0 | -0.3 | -7.4
CCOC(=O)C1=c2/c(=C/c3ccncc3)c(N)c(C(=O)OC)n2C(=O)C(c2ccncc2)S1 (centres undefined) | -1.4 | -0.1 | 24.1 | -0.1 | 26.5 | -3.3 | -4.7 | 19.1* | -3.2
COc1cc2c3nnc(-c4ccc(F)cc4)c-3cn(Cc3cccc(F)c3)c2cc1OC | -0.5 | 7.0 | -38.8 | 0.5 | 45.6 | 2.1 | -5.5 | 1.6 | 0.8
CCNC(=S)NNC(=O)c1ccccc1Cl | -0.4 | 5.3 | -9.1 | 0.6 | 4.6 | -7.7 | 0.3 | -2.2 | 1.5
CC1CC(C)CN(C(=O)c2ccc3c(c2)N(Cc2ccccc2)CCS3)C1 (centres undefined) | -1.4 | 2.2 | 72.7* | -0.3 | 8.7 | -1.3 | -1.3 | 12.7* | -3.0
COc1ccc(NC(=O)/C=C/c2ccco2)cn1 | 0.7 | 6.2 | -19.9 | 0.3 | 6.4 | -9.4 | -0.4 | 4.3 | 4.3
COc1ccc(OC)c(-c2csc(N3CCC(c4ccccc4)CC3)n2)c1 | 0.4 | 2.8 | 24.2 | 1.0 | 24.8 | -16.0 | 1.3 | -2.9 | -2.4
Cc1nc(C)c(Cc2ccccc2Cl)c(=O)[nH]1 | 0.4 | -1.3 | -13.9 | 0.8 | 12.1 | 0.3 | -0.3 | 0.3 | -1.3
Cc1cccc(C)c1NC(=O)C(NC(=O)c1ccccn1)c1ccc([N+](=O)[O-])cc1 (centres undefined) | 0.0 | -3.3 | -9.8 | 1.2 | 21.6 | -11.6 | -3.0 | 0.4 | -4.2

Just BaF3 tox and CHOP inhibitor (two entries from above):
| mol | BaF3 tox | CHOP inhibitor |
| --- | --- | --- |
| Fc1ccccc1CN1CCCCCCC1 | 3.0 | 1.0 |
| COc1ccc(/C=N/NC(=O)c2cccnc2)cc1CN1CCN(c2ccc(F)cc2)CC1 | 3.1 | 19.6 |

Following part.
SMILES | zfTRPN1 agonist | BaF3 tox | CHOP inhibitor | TRPML3 agonist | PPC-1+TRAIL kill | RBBP9 inh | TNF death inh | Wee1 degr inh | Ba/F3 V617F tox
CN1c2ccccc2N(C)C1c1ccc2c(c1)OCO2 | 1.7 | 60.6* | -6.8 | 0.6 | 4.1 | -2.6 | -3.0 | 0.4 | 70.7*
Cc1ccc(NC(=O)CN(C)S(=O)(=O)c2cccc3nsnc23)cc1C | -0.9 | 6.9 | 28.4 | -0.2 | 2.4 | -3.7 | -0.9 | -0.5 | -1.5
COc1c(O)cc2c(c1O)C(=O)CC(c1ccccc1)O2 (centres undefined) | 0.5 | -2.4 | 16.7 | 0.2 | 5.4 | 7.3 | 0.6 | -3.6 | -2.3
CCC(C(=O)NC1CCCC1)N(C(=O)Cn1nnc(-c2ccc(C)cc2)n1)C1CCCC1 (centres undefined) | -0.4 | 7.0 | 16.4 | -0.8 | . | 0.6 | 0.9 | -2.6 | 2.3
CC(CN1CCN(c2ccccc2)CC1)c1ccccc1 (centres undefined) | -0.8 | -0.4 | 27.6 | 0.0 | 10.9 | -6.4 | 0.9 | -1.5 | 2.6
O=C(N/C(=C/c1ccco1)C(=O)N1CCc2ccccc21)c1ccco1 | 2.8 | 1.2 | 15.3 | 1.1 | 3.0 | 3.5 | 0.5 | 0.1 | -2.3
COCCn1c(SCc2nnc(-c3ccc(OC)c(OC)c3)o2)nnc1-c1ccncc1 | 1.8 | -3.5 | -6.5 | 1.0 | -7.3 | -1.1 | 1.5 | 4.0 | 0.4
CCOc1cc(CN2CCN(c3cccc(C(F)(F)F)c3)CC2)ccc1OC | -0.7 | -0.5 | 35.1 | 0.3 | 13.4 | 7.8 | -0.1 | -4.0 | -4.5
COC(=O)c1c(CSc2ccc(Cl)cc2)noc1C(=O)NCc1ccco1 | -1.4 | -1.1 | -2.3 | -0.4 | 3.4 | 3.2 | -2.4 | -0.2 | -7.5
CCCOC(=O)c1ccc(S(N)(=O)=O)o1 | 1.1 | 1.3 | 22.2 | -0.1 | 13.8 | 2.2 | 1.4 | 1.6 | -1.4
c1cncc(-c2noc(-c3ccco3)n2)c1 | 0.7 | 4.2 | -17.4 | 0.8 | 4.3 | -3.0 | -2.9 | 6.6 | -0.9
COC(=O)c1c(C)oc(C)c1S(=O)(=O)NCC1CC1 | -0.4 | 6.4 | -12.1 | -0.1 | 15.8 | -4.2 | 1.1 | -2.2 | 1.9
CCOC(=O)/C(=N\NC(=O)c1ccccc1)c1ccccc1 | -1.5 | 1.6 | -8.2 | -0.4 | 7.9 | -4.3 | 4.0 | -2.9 | -3.0
Cc1ccc(-c2ccc(/C=C/C(=O)c3ccccc3)o2)cc1 | 0.7 | 0.1 | 30.1 | 0.6 | 5.9 | -4.0 | -2.6 | 4.5 | -4.7
Cn1c(Cn2c(=O)sc3ccccc32)nnc1SCc1cccc(F)c1 | 0.3 | 3.3 | 12.6 | 0.5 | 30.7 | -9.2 | 2.4 | -0.1 | -1.4
O=C(COCC(=O)N/N=C/c1ccccc1F)N/N=C/c1ccccc1F | 1.5 | 3.2 | 48.3 | 0.4 | 11.3 | -4.0 | 2.1 | -2.4 | -1.8
CC(C)N(CCc1ccncc1)C(=O)Nc1ccc(F)cc1 | 1.5 | 6.2 | 30.5 | 1.1 | 9.3 | 1.7 | 1.1 | -0.6 | 1.0
O=C(c1ccc(NC(=O)C2(c3ccccc3)CCCC2)cc1)N1CCOCC1 | 1.9 | 2.1 | 20.4 | 0.0 | 2.4 | 4.6 | -0.4 | 27.0* | 2.8
Cc1ccc(NC(=S)NCCN2CCOCC2)cc1 | 0.6 | 6.6 | 26.5 | 0.4 | -6.6 | -0.2 | -3.5 | 0.8 | 2.8
CC(C)CC(N=C1NC(C)(C)Cc2ccccc21)C(=O)O (centres undefined) | -0.5 | 0.1 | 9.7 | 0.9 | 26.0 | -5.9 | -0.3 | -1.9 | -0.7
OC(COc1cccc(OCC(O)CN2CCCC2)c1)CN1CCCC1 (centres undefined) | 2.8 | 1.2 | 3.9 | -0.1 | 7.1 | -21.7 | -0.9 | 0.4 | 0.6
CCCc1nc2ccccc2c(C(=O)OCC(=O)N2CCc3ccccc32)c1CC | -0.5 | 4.8 | 24.4 | -0.3 | 8.6 | -4.7 | 2.7 | -1.0 | 3.6
O=C(CN1CCCCC1)N1CCN(S(=O)(=O)c2ccccc2)C1 | -0.1 | 4.8 | -14.9 | -0.1 | 15.9 | 7.1 | -0.1 | -0.4 | 0.4
C/C(Cl)=C\Cn1c(N2CCCCCC2)nc2c1c(=O)n(C)c(=O)n2C | -1.9 | 1.4 | -8.5 | -0.7 | -1.2 | -6.9 | -5.7 | 3.0 | -3.6
C=C(C)CSc1nc2ccccc2c(=O)n1-c1c(C)n(C)n(-c2ccccc2)c1=O | 0.4 | 5.1 | 15.4 | 0.5 | 22.1 | -4.5 | -1.8 | 0.8 | 0.7
CC(=O)Nc1ccc(N/C=C/C(=O)c2ccco2)cc1 | 0.6 | 3.5 | 6.6 | 0.2 | 12.7 | -3.4 | -2.5 | -1.6 | -0.6
COc1cccc(-c2cc(C(=O)Nc3ccc([N+](=O)[O-])cn3)c3ccccc3n2)c1 | 2.1 | 4.6 | 44.5 | 0.9 | 8.1 | -1.1 | 2.1 | -2.1 | -0.5
COc1ccc(Cc2n[nH]c(=S)n2NC(=O)Nc2ccc(C)cc2)cc1 | 0.3 | 1.5 | 28.9 | 0.9 | -2.3 | -7.2 | 1.1 | 3.9 | -3.9
Cn1c2ccccc2c2cc(C(=O)OCC(=O)N3CC(=O)Nc4ccccc43)sc21 | 0.7 | 0.0 | 67.6 | -0.5 | -5.7 | -18.4 | -3.9 | 2.4 | -2.8
Cc1nc2[nH]c(=O)c3c(n2n1)NC1=C(C(=O)CC(C)(C)C1)C3c1ccccc1 (centres undefined) | 1.8 | 4.8 | -9.9 | 0.4 | -3.9 | -11.7 | -0.1 | -0.1 | 4.0
COc1cc(C(=O)OCC(=O)N(C)Cc2ccccc2)cc(OC)c1OC | 0.5 | 3.1 | 5.7 | -0.1 | 16.8 | -6.6 | -3.1 | -2.2 | 1.9
Cc1sc2ncn(CC(=O)NCCc3ccccc3)c(=O)c2c1C | -1.3 | 3.2 | -2.8 | 0.4 | 23.9 | -8.7 | 0.0 | -2.7 | -0.4
CCc1ccc(C(=O)NC2CCCCC2)s1 | -0.2 | 9.9 | 27.7 | -0.5 | 19.7 | -5.1 | 0.2 | 0.5 | -1.1
Cc1ccsc1C(=O)OCC(=O)N1CCc2ccccc2C1 | -0.7 | 5.6 | 10.7 | 0.0 | 31.3 | -3.1 | 0.8 | -1.2 | -0.1
O=C(CC1(c2ccc(Cl)cc2)C2CC3CC(C2)CC1C3)NCCO (centres undefined) | 0.4 | 0.6 | 36.6 | 1.0 | -0.3 | -11.2 | -0.5 | 3.0 | -1.2
O=C(O)Cc1csc(-c2ccc(F)cc2)n1 | -0.8 | -2.0 | 11.1 | 0.1 | 10.5 | -4.8 | -0.5 | 1.4 | 1.8
COc1cc(C(=O)OC2CCN(C)CC2)cc(OC)c1OC | 0.9 | 1.3 | 32.2 | 0.9 | 25.5 | -3.9 | 0.6 | -1.3 | -2.6
Cc1c(Cl)cccc1NC(=S)N(CCN(C)C)C(C)c1ccccn1 (centres undefined) | -1.2 | -0.4 | 6.6 | 0.3 | 8.9 | -0.8 | 0.0 | 0.0 | -3.6
CCOC(=O)C1CCCN(CCC(=O)Nc2cc(C)cc(C)c2)C1 (centres undefined) | -1.8 | 11.1 | 28.0 | -1.9 | -3.9 | 5.6 | 0.0 | -3.1 | 3.9
